KB-V1 MDR tox – qHTS assay for MDR1-selective chemotherapeutics: Primary screen using the drug-selected MDR subline cells KB-V1; KB-V1 MDR cells viability, CellTiter-Glo, 72 h; Potency, µM (titrated, usually from 46.1 µM), for inactives: top-dose activity change, negative = cytotoxicity, most hits filed as cytotoxic; hit rate 3.4% among 400,000; note: potency is the fitted concentration of half-maximal effect; % is set by controls: 0 for no effect and ±100 for the full control effect; nearly all actives have a fitted effect of over 60% in size
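Compound-treated KB-V1 multidrug-resistant cells, 72 h, 37 degrees C; viability by CellTiter-Glo. Fitted qHTS curves give the values.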
SW480 rereplic – A quantitative high throughput screen for small molecules that induce DNA re-replication in SW480 colon adenocarcinoma cells; SW480 DNA re-replication, Hoechst DNA content imaging, 48 h; AID 624297, 2012; hit rate 1.8% among 340,000; Potency, µM (doses to about 46.1 µM), inactives show at the highest dose re-replication activation, most hits filed as activators; note: potency is the fitted concentration of half-maximal effect; % of control where 0% means no effect; nearly all actives have a fitted effect of over 55% in size
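DNA re-replication was detected as more nuclei of elevated Hoechst intensity after 48 hr exposure to compound (23 nL pinned per well of 250 cells).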
WRN inhibitor – qHTS for Inhibitors of WRN Helicase. Bifunctional 3'-5' exonuclease/ATP-dependent helicase WRN (Homo sapiens), Q14191. WRN helicase unwinding, fluorescent forked duplex, kinetic. Potency, µM (titrated, usually from 114 µM), without a hit: at the highest dose activity change, negative = inhibition, usual class: inhibitors. hit rate 0.46% among 360,000. AID 651768, 2012; note: potency is the fitted concentration of half-maximal effect; % is set by controls: 0 for no effect and ±100 for the full control effect; nearly all actives have a fitted effect of over 55% in size
Target sequence (Q14191 whole entry, looked up): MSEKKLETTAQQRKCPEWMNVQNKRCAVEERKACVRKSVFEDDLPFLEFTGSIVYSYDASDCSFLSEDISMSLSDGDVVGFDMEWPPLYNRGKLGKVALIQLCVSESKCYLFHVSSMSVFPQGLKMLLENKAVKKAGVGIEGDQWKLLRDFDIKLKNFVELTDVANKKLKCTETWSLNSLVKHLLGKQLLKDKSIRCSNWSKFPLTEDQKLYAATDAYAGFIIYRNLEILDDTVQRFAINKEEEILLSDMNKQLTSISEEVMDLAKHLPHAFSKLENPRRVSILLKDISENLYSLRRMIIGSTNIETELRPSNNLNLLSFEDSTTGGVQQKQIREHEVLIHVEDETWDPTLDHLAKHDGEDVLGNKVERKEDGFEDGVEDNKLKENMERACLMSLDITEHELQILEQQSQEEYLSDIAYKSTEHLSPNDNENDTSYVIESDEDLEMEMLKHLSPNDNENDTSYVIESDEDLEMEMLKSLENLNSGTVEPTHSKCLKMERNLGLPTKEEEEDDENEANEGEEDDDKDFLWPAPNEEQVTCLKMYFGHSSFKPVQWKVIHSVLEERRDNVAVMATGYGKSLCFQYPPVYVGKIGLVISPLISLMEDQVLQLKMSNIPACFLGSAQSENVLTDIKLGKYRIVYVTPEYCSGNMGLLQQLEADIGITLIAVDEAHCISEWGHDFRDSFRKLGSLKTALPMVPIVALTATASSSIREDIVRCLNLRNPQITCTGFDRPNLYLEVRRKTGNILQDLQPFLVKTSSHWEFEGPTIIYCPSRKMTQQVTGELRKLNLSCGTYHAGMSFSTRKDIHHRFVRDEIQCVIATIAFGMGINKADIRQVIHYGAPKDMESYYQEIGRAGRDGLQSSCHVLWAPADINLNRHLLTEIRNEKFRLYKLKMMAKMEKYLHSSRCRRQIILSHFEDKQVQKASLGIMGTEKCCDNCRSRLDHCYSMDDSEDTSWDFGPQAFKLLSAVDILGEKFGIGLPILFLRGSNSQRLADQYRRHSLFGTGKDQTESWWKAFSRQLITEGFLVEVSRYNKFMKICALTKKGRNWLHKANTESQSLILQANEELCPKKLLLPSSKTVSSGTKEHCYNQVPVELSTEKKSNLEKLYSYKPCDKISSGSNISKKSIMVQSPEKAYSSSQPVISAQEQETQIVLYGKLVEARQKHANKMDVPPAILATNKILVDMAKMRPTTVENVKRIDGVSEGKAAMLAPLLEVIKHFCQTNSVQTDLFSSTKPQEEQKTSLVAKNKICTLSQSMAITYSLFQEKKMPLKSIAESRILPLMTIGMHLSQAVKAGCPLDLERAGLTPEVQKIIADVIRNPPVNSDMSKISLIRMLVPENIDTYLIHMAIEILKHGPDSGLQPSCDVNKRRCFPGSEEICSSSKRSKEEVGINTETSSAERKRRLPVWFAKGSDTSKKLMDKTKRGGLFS
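Kinetic fluorescence helicase assay: unwinding of a quenched forked DNA duplex (100 nM final) with 2 mM ATP final raises red fluorescence (525/598 nm). Compounds sat 15 min at room temperature with 20 nM WRN beforehand.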
IL-1B inflam inh – qHTS for Inhibitors of Inflammasome Signaling: IL-1-beta AlphaLISA Primary Screen | activity change, % at 57.5 µM | THP-1 LPS/ATP IL-1B secretion, AlphaLISA, 16 h; hits give low values | hit rate 4.7% among 360,000; in the data active = activity change below about -50%; inconclusive = mostly about -30% to -49%; note: % is set by controls: 0 for no effect and ±100 for the full control effect
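Secreted IL-1B measured by AlphaLISA bead assay after 16 h compound exposure of THP-1 cells; compounds (final up to 57.5 uM) added 1 h before LPS (250 ng/mL) and ATP (1.25 mM) stimulation; lower signal means less secretion.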
HT1080 IDH1KD tx – qHTS for induction of synthetic lethality in tumor cells producing 2HG: qHTS for the HT-1080-IDH1KD cell line | HT-1080 IDH1 knockdown viability, ATP luminescence, 48 h | AID 686971, 2013 | hit rate 2% among 360,000 | Potency, µM (highest dose often 46.1 µM), without a hit: top-dose activity, negative = toxicity, hits mostly cytotoxic;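 note: potency is the fitted concentration of half-maximal effect; 0% = DMSO wells and -100% = cell-free medium wells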
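Using the IDH1-knockdown HT-1080 line run in the same batch and compound series as the NT line, viability after 48 h at 37 °C was determined by CellTiter-Glo luminescence and expressed as % activity.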
MCF10A rereplic – A quantitative high throughput screen for small molecules that induce DNA re-replication in MCF 10a normal breast cells | MCF 10A DNA re-replication, Hoechst nuclear intensity, 48 h | Potency, µM (doses to about 46.1 µM), without a hit: at the highest dose activity, positive = re-replication, actives largely listed as activators | hit rate 2.9% among 350,000 | AID 624296, 2012; note: potency is the fitted concentration of half-maximal effect; % of control where 0% means no effect; nearly all actives have a fitted effect of over 50% in size
ATXN2 expr inh – Primary qHTS for Inhibitors of ATXN expression; AID 1745845, 2022; HEK-293 ATXN2-luciferase reporter, luminescence, 24 h; Potency, µM (top dose mostly 57 µM), without a hit: at the top dose activity change, negative = inhibition, actives largely listed as inhibitors; hit rate 0.72% among 360,000; note: potency is the fitted concentration of half-maximal effect; % is set by controls: 0 for no effect and ±100 for the full control effect; nearly all actives have a fitted effect of over 55% in size
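qHTS (up to 57 uM final) was run with 24 h compound exposure of reporter cells at 37 °C. Each well was multiplexed: SteadyGlo luminescence measured ATXN2-luciferase expression after a fluorogenic Gly-Phe-AFC viability readout (25 uM final).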
KB-3-1 cytotox – qHTS assay for MDR1-selective chemotherapeutics: Primary screen using the parental adenocarcinoma cell KB-3-1. KB-3-1 viability, CellTiter-Glo ATP luminescence, 72 h. Potency, µM (doses to about 46.1 µM), for the others: at the top dose activity change, negative = cytotoxic, most hits filed as cytotoxic. hit rate 1.4% among 400,000; note: potency is the fitted concentration of half-maximal effect; % is set by controls: 0 for no effect and ±100 for the full control effect; nearly all actives have a fitted effect of over 60% in size
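Here the drug-naive KB-3-1 line serves as comparator for MDR sub-line selectivity; cells received compound titrations, 72 h at 37 °C, then CellTiter-Glo readout.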
HT1080NT lethal – qHTS for induction of synthetic lethality in tumor cells producing 2HG: qHTS for the HT-1080-NT fibrosarcoma cell line | HT-1080-NT fibrosarcoma viability, CellTiter-Glo ATP luminescence, 48 h | Potency, µM (top dose mostly 46.1 µM), inactives show top-dose activity, negative = less viability, hits mostly cytotoxic | hit rate 1.6% among 360,000;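 note: NT is the 2HG producing partner of a matched IDH1 knockdown line; potency is the fitted concentration of half-maximal effect; 0% = DMSO-treated cells and -100% = media-only wells without cells; nearly all actives have a fitted effect of over 55% in size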
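Viability by CellTiter-Glo luminescence after 48 h compound exposure at 37C of HT-1080-NT cells (750/well, RPMI, 5% FBS). % activity scaled between DMSO wells and medium-only wells, then curve-fitted and categorized by curve class.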
* hit, by the source's call; u = inconclusive; x = not tested or not shown; & = joins results of further samples; [ ] = remark or other dose. Unless noted, calls come from the whole dose curve; as a rule, active = well fitted curve in the direction sought with a large enough effect; inconclusive = small, poorly fitted or top-dose-only effect, or another doubt; inactive = no such curve, though single readings can be large; an effect the other way counts as inactive or inconclusive. Hits appear at their usual frequency; any-hit rate near 12%.

SMILES	KB-V1 MDR tox	SW480 rereplic	WRN inhibitor	IL-1B inflam inh	HT1080 IDH1KD tx	MCF10A rereplic	ATXN2 expr inh	KB-3-1 cytotox	HT1080NT lethal
COc1cccc(OC)c1C(=O)Nc1nnc(-c2ccc(F)cc2)s1	u	-4%	-1%	4	-17%	3%	14%	-26%	0%
Cc1ccc(NC(=O)C2CCCCC2C(=O)O)cc1Cl (configuration not stated)	-3%	-1%	9%	30	-1%	3%	4%	-14%	1%
Cc1cc(Cl)ccc1OCC(=O)NC(=S)Nc1ccccc1N1CCOCC1	-13%	-3%	-29%[57.1 µM]	4	0%	u	-15%	-3%	11%
O=c1c(-c2ccc(F)cc2)coc2cc(O)ccc12	-6%	2%	-2%	16	0%	-1%	57%[activator]	-14%	-17%
CCC(=O)c1cn(CC(=O)NCc2cccnc2)c2ccccc12	-9%	1%	6%	24	8%	u	5%	5%	8%
Cc1ccc(S(=O)(=O)NC(=O)C2(C)CCN2C(=O)c2ccccc2)cc1 (configuration not stated)	-5%	x	3%[57.1 µM]	0	8%	x	4%	9%	12%
CC1(c2ccccc2Br)NC(=O)N(CC(=O)N2CCc3ccccc3C2)C1=O (configuration not stated)	-19%	0%	-30%	9	-2%	-2%	-1%	-1%	-11%
CC(C)(C)c1ccc(S(=O)(=O)CCc2ccccn2)cc1	-6%	-6%	2%	31	-3%	-4%	42%[activator]	-10%	-4%
COc1ccc(C(=O)N2CCC(C(=O)Nc3ccc4c(c3)OCCO4)CC2)cc1	8%	-1%	-6%	0	11%	-2%	18%	7%	4%
O=C(c1ccc2c(c1)[nH]c(=S)n1c3ccccc3nc21)N1CCN(c2ncccn2)CC1	6%	-11%	-6%	-23	-2%	9.2µM*	-16%	-1%	-13%
CCS(=O)(=O)c1nc(S(=O)(=O)c2ccc(Cl)cc2)c(N2CCC(C(N)=O)CC2)s1	u	15%	4%[57.1 µM]	-18	4%	3%	8%	1%	5%
Cn1c(CCN2CCN(c3ccccn3)CC2)nc2cc(NC(=O)COc3ccc([N+](=O)[O-])cc3)ccc21	7%	-14%	4%	-3	4%	-2%	x	2%	1%
CC(C)NC(=O)N1CCN(c2ccncc2S(=O)(=O)N2CCOCC2)CC1	13%	0%	-12%	7	2%	-3%	-1%	-2%	1%
CC1=CC(C)C2C(=O)N(CCC[N+](C)(C)C)C(=O)C2C1 (configuration not stated)	18%	-2%	-6%	38	-1%	1%	-31%	14%	7%
Cc1nc(SCC(=O)Nc2sccc2C(N)=O)c2c(C)c(C)sc2n1	-5%	x	8%	19	u	x	x	-9%	u
Cc1cccc2cc3c(N)c(C(=O)N4CCOCC4)sc3nc12	3.7µM*	3.5µM*	-26%	-55*	u	4.1µM*	55%[activator]	2.9µM*	u
NC(=O)C1CC(=O)N(c2ccc(OCc3c(Cl)cccc3Cl)cc2)C1 (configuration not stated)	u	-1%	4%	-14	-4%	1%	x	13%	-6%
Cn1c(=O)oc2cc(S(=O)(=O)N3CCN(c4ccccc4F)CC3)ccc21	16%	-10%	0%	50	-2%	0%	0%	-6%	13%
Cc1c(C2OC(=O)C3(CCCCC3)C(=O)C2(C)C)c(=O)n(-c2ccccc2)n1C (configuration not stated)	13%	-6%	4%	17	0%	5%	-3%	6%	0%
CC(C)(C)C1CCC(=O)C(C2(O)C(=O)Nc3ccccc32)C1 (configuration not stated)	1%	-3%	-4%[57.1 µM]	23	-8%[9.24 µM]	22%	0%	4%	10%
CCOC(=O)c1c(NC(=O)C(Sc2ccccc2)c2ccccc2)sc(C(=O)N(C)C)c1C (configuration not stated)	2.9µM*	u	-8%	-25	u	u	u	u	-4%
O=C(Nc1ccc(S(=O)(=O)N2CCOCC2)cc1)c1ccc(Cl)s1	-4%	3%	-8%	-21	-27%	27%	-12%	u	u
COc1ccccc1OCCn1cc(/C=C(\C#N)C(=O)NCc2ccco2)c2ccccc21	3.7µM*	-64%[inhibitor]	-9%	0	-2%	14%	-2%	-7%	-2%
CCn1c(COc2ccccc2C)nnc1SCC(=O)N1CCCCC1	-5%	-9%	6%	-17	13%	-177%[0.0737 µM]	8%	8%	6%
c1ccc2c(c1)nnn2Cn1nnc2ccccc21	-28%	x	2%	30	10%	x	x	6%	5%

Two compounds from above, reduced to MCF10A rereplic and KB-3-1 cytotox.
smiles	MCF10A rereplic	KB-3-1 cytotox
NC(=O)C1CC(=O)N(c2ccc(OCc3c(Cl)cccc3Cl)cc2)C1 (configuration not stated)	1%	13%
Cc1ccc(S(=O)(=O)NC(=O)C2(C)CCN2C(=O)c2ccccc2)cc1 (configuration not stated)	x	9%

Other compounds follow.
SMILES	KB-V1 MDR tox	SW480 rereplic	WRN inhibitor	IL-1B inflam inh	HT1080 IDH1KD tx	MCF10A rereplic	ATXN2 expr inh	KB-3-1 cytotox	HT1080NT lethal
N#C/C(C(=O)NCc1ccco1)=C1/SC(Cc2ccc(Cl)cc2)C(=O)N1c1ccccc1 (configuration not stated)	10%	5%	-10%	-15	7%	u	1%	6%	6%
CCn1ncc(C2=NOC(C(=O)Nc3ccc(C)cc3)C2)c1C (configuration not stated)	-13%	6%	0%	48	-13%	8%	-29%	-17%	4%
CCOc1ccc(C2C3=C(CCCC3=O)Nc3ccc4ncccc4c32)cc1 (configuration not stated)	0%	-2%	-11%	-22	-26%	u	12%	-31%	-20%
CCc1ccc(NC(=O)CSc2nnc(Cc3cccn3C)n2-c2ccc(F)cc2)cc1	-2%	3%	-4%	2	1%	1%	-12%	5%	-3%
COc1ccccc1CCC(=O)N1CCN(C(=O)c2ccccc2)CC1	1%	-26%	6%[57.1 µM]	-6	12%	-5%	-3%	-5%	1%
Cc1nnc(Nc2ccccc2)n(N)c1=O	21%	-2%	-6%	42	4%	3%	u	0%	-2%
C=CCNC(=O)/C(C#N)=C/c1ccc(OS(=O)(=O)c2ccc(C)cc2)c(OC)c1	u	u	-11%	-79*	u	u	u	2%	u
O=C(O)c1cnccn1	14%	-2%	9%	5	7%	-6%	1%	0%	-5%
COc1ccc(N(C(=O)c2ccco2)S(=O)(=O)c2cccc([N+](=O)[O-])c2)cc1	u	-1%	-22%	42	6%	-8%	0%	0%	6%
COc1ccc(CCN(C)C(=O)c2ccc(S(=O)(=O)Nc3ccccc3C)cc2)cc1OC	7%	1%	8%	-12	-2%	17%	5%	-7%	0%
CSC1=NCCN1C(=O)c1cccc(Br)c1	6%	-1%	-2%	2	1%	22%	-6%	23%	7%
CN1CCC(OC(c2ccccc2)c2ccc(Cl)cc2)C1 (configuration not stated)	-7%	u	6%	x	-16%	22%	u	-10%	-30%
COC(=O)c1ccc(C2C(C#N)=C(N)Oc3cc(O)ccc32)cc1 (configuration not stated)	0%	4%	-2%	0	1%	1%	-1%	-7%	-13%
Cc1cc(=O)[nH]c(N/N=C/c2cccs2)n1	1%	-22%	-35%	13	0%	-3%	6%	16%	-1%
COc1ccc(NC(=O)CSC(C)c2nc3ccccc3c(=O)[nH]2)cc1 (configuration not stated)	x	2%	-16%	11	2%	4%	4%	x	0%
CN(C1CCCCC1)S(=O)(=O)c1ccc(C(=O)Nc2sc3c(c2C(N)=O)CC(C)(C)NC3(C)C)cc1	2%&6%	u	-2%	26	-8%	u	-14%&-26%	6%&5%	u
Cc1cc(C(=O)NN=C(CCC(=O)O)c2cccs2)c(C)o1	-6%	-8%	u	6	1%	-1%	1%	0%	11%
COc1cccc(NC(=S)N(CCCN2CCCC2)Cc2ccco2)c1	-16%	-14%	5%	-1	-16%	1%	-9%[11.3 µM]	-4%	-27%
COc1ccc(CCNC(=O)C2(C)CCC(=O)N2Cc2ccc(F)cc2Cl)cc1OC (configuration not stated)	-6%	-3%	7%	19	9%	5%	8%	1%	1%
NC(=O)NNC(=S)Nc1cccc2ccccc12	-10%	-1%	1%	13	-1%	1%	-24%	-3%	7%
COC(CNC(=O)C(=O)Nc1ccc2c(c1)N(S(=O)(=O)c1cccs1)CCC2)OC	u	u	-3%	9	0%	17%	9%	u	-1%
Cn1cc(CCC(=O)N2CCCC(Nc3ccc(F)cc3)C2)cn1 (configuration not stated)	0%	1%	-3%	17	9%	0%	x	-1%	-3%
O=C(Cn1nc(-c2ccccc2)ccc1=O)NCCCN1CCOCC1	6%	u	-2%	0	5%	2%	20%	14%	5%
COc1ccc(C(=O)NNC(=O)C2CC=CCC2)cc1 (configuration not stated)	0%	3%	-9%	-8	19%	1%	16%	14%	0%
O=C(O)c1cn[nH]c1-n1cnnn1	-8%	-3%	-5%	-7	4%	6%	3%	-1%	7%
CCOC(=O)C1CCCN(C(=O)c2cn(C)c(=O)c3cc(OC)c(OC)cc23)C1 (configuration not stated)	-6%	-4%	8%	-23	-2%	7%	-9%	19%	0%
Clc1ccc(SCc2nc3ccccc3[nH]2)cc1	23µM*	1%	-5%	0	-18%	u	19%	-1%	-14%
CCn1cc(CN2CCCC(CNC(=O)COc3ccccc3OC)C2)c(C)n1 (configuration not stated)	21%	-10%	-7%	13	9%	3%	1%	6%	-2%

Screens deposited in PubChem by National Center for Advancing Translational Sciences (NCATS).
